Assay outcomes from PubChem.
STK33 inh: human STK33 kinase inhibition; purified STK33, MBP phosphorylation, ADP-Glo luminescence; inhibition, % at 10 µM; 0.073% of 320,000 active;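 active = inhibition at or above 25%, using the most active replicate where run in duplicate; inactive = inhibition below 25%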
KCNQ2 inh: KCNQ2 channel blockers in CHO-K1 cells – cell-based, FluxOR thallium flux, B-score, primary screen (AID 2156) | B-score at 10 µM | 1.1% of 310,000 active | O88943 | 20 min; active compounds read low;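 active = fluorescence ratio B-score at most minus 3 library SDs, with starting brightness B-score within 2 library SDs, cut at about -5.5 in these data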
Target sequence (O88943 whole entry, looked up): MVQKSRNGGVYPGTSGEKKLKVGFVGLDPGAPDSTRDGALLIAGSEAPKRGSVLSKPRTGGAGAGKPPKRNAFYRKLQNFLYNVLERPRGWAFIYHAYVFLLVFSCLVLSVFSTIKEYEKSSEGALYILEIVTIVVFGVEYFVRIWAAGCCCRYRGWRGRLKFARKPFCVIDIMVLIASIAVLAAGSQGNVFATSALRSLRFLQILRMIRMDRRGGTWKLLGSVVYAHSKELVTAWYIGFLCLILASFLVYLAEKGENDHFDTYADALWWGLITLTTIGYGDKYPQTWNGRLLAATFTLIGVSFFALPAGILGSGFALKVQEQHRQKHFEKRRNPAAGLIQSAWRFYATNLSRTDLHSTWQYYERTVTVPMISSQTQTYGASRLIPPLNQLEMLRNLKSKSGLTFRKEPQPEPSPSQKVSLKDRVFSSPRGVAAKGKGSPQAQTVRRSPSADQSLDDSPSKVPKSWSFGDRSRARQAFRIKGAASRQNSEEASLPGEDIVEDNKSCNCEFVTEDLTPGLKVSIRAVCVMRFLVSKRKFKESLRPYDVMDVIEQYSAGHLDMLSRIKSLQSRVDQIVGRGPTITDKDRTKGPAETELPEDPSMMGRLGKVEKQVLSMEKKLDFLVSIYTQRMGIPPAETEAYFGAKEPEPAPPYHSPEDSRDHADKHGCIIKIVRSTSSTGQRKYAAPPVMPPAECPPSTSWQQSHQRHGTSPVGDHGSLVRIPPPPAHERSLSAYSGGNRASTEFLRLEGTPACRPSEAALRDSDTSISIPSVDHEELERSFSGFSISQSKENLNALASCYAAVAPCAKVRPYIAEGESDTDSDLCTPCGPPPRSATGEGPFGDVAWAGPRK
OX1R antag: blocks the human orexin 1 receptor; OX1R-expressing cells, FRET antagonist read-out; 1.8% of 330,000 active; AID 485270; inhibition, % at 6.6 µM; in the data active = inhibition mostly above about 38%, no sharp cut-off; inactive = mostly below about 40%;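 also: 0% = agonist challenge alone and 100% = reference antagonist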
Numbers without * were called inactive; i = inactive; nt = no result given. This is a random part of the collection. Share with any hit: about 2.7%.

Compound	KCNQ2 inh	STK33 inh	OX1R antag
CCOC(=O)N1CCN(C2CC(=O)N(c3ccc(F)cc3)C2=O)CC1 (stereo not given)	i	-1.6	-1
C/C=C(\C)CN1CCC(n2nccc2NC(=O)CCCc2ccccc2)CC1	i	-1.6	nt
Cc1ccc2[nH]c(=O)c(CN(CCc3ccccc3)C(c3nnnn3Cc3ccco3)C(C)C)cc2c1 (stereo not given)	i	-0.6	25
CCn1nc(C(=O)OCC(=O)N2CC(=O)Nc3ccccc32)c2ccccc2c1=O	i	1.5	10
CN=c1scc(C)n1/N=C/c1cc(Br)c(O)c(Br)c1	i	0.1	15
S=C(c1ccc(-c2ccc(Br)cc2)o1)N1CCCCC1	i	0.1	17
CCOc1cc(C(=O)NC)cc(OCC)c1OCC	i	-0.8	9
O=C(CCC1CCCN(c2ncccn2)C1)NCc1ccccc1F (stereo not given)	i	-1.0	6
CCOc1ccc(N(C)Cc2cc(=O)oc3ccc(OCC)cc23)cc1	i	-0.6	nt
CC1CCc2cc(F)ccc2N1C(=O)c1cnc2sccn2c1=O (stereo not given)	i	-1.0	-7
CC(=O)c1cccc(S(=O)(=O)N2CCC(n3nnc4cc(F)ccc43)CC2)c1	i	-0.5	42
Cc1ncc([N+](=O)[O-])n1CCO	i	-3.7	22
Cc1ccnc(SCC(=O)n2c3c(c4ccccc42)CC(C)CC3)n1 (stereo not given)	i	-0.3	12
S=C(Nc1ccc(Cl)cc1)c1nc2ccccc2s1	i	-2.4	20
O=C(c1ccccc1)N1CCN(C(=O)c2ccc([N+](=O)[O-])cc2)CC1	i	-3.9	57
Cc1ccc(-n2cc(CNC(C)c3cnn(C)c3C)c(-c3ccc(F)cc3)n2)cc1 (stereo not given)	i	0.3	5
O=C(c1ccccc1)c1cc[n+]([O-])cc1	i	0.1	42*
CCCOc1ccc(NC(=O)CC2C(=O)N(CC)C(=S)N2CCNC(C)=O)cc1 (stereo not given)	i	-1.4	17
O=C(O)CC(Cn1cnnn1)c1ccccc1 (stereo not given)	i	-0.3	10
COC(=O)c1sc2nc(N3CCCCC3)c3c(c2c1N)CCCC3	i	0.6	8
Cc1ccc(-n2c(SCC(=O)NC3CCCCC3)nc3c(c2=O)SCC3)cc1	i	-1.1	5
CC(=O)c1nn(-c2ccccc2)cc1C(=O)c1ccc(C)cc1	i	-0.5	4
Cc1cc([N+](=O)[O-])ccc1NC(=O)C[n+]1ccc(N(C)C)cc1	i	0.1	21
Cc1oc(-c2cc(F)ccc2F)nc1CN1CCN(c2cnccn2)CC1	i	-0.2	20
CCCC(=O)Nc1c(-c2cccs2)c(=O)c2ccccc2n1CC	i	1.5	8
O=C(NN1C(=O)/C(=C/C=C/c2ccccc2)SC1=S)c1ccncc1	i	-2.1	14
CC1CC(C)CN(S(=O)(=O)N2CCCC(C(=O)NCCc3ccc(Cl)cc3)C2)C1 (stereo not given)	i	2.1	0
O=C(N/N=C/c1ccccn1)c1ccc(Cl)c(Cl)c1	i	2.6	37
Cn1cc(CN2CCN(CCO)CC2)c(-c2ccc(Oc3ccccc3)cc2)n1	i	0.5	7
COc1ccc(C(=O)NCc2cn3cccc(C)c3n2)cc1OC	i	-1.4	5
Cc1cccc(C(C(=O)NC2CCCC2)N(C(=O)c2csnn2)C2CCCC2)c1 (stereo not given)	i	-2.1	10
CCC(C)NS(=O)(=O)c1ccc(OCC(=O)NCc2ccc3c(c2)OCO3)cc1 (stereo not given)	i	-0.2	10
OC1CCCN(Cc2ccc3ccc4cccc5ccc2c3c45)C1 (stereo not given)	i	3.3	-1
COc1ccc2nc(Nc3ccccc3OC)sc2c1	i	-0.2	14
Nc1nc2ccccc2[nH]1	i	-0.6	nt
Cc1cccc(/C(N)=N/OC(=O)COc2ccc(Cl)c(C)c2)c1	i	-0.3	0
O=C(c1cc(-c2cccc(Cl)c2)on1)N1CCOCC1	i	-0.3	17
Cc1ccn2c(CN(C)CCn3nc(C)cc3C)c(C(=O)N3CCCCCC3)nc2c1	i	0.6	15
COc1cc(OC)cc(C(=O)N2CCC(C(=O)N3CCOCC3)CC2)c1	i	-1.1	20
C=CCNC(=S)N/N=C(\C)c1ccc(-n2ccnc2)cc1	i	-0.9	13
COC(=O)c1sc2ccccc2c1-n1cccc1C(=O)C(=O)Nc1ccc(Cl)cc1	i	-1.8	16
OCC[C@@H]1C[C@@H](O)[C@H](O)[C@@]2(CCCCO2)O1	i	-0.9	19
CC(C)(O)C#Cc1ccc(C(=O)N2CCN(c3ccc(F)cc3)CC2)cc1	i	-0.6	6
O=C(c1ccccc1)c1ccc(OCCCN2CCCC2)cc1	i	-1.2	12
C=CCNC(=O)NC(=O)COC(=O)c1ccccc1Sc1ccc(C(F)(F)F)cc1[N+](=O)[O-]	i	0.4	34
CC(=O)c1ccc(OCC(=O)Nc2ccc(N3CCCCC3)cc2)cc1	nt	-1.0	2
O=C(NNc1cccc(Cl)n1)c1ccccc1CC[N+](=O)[O-]	i	0.0	29
Cc1ccc(-n2ncc(C(=O)N3CCN(C(=O)c4ccco4)CC3)c2C2CCN(C(=O)OC(C)(C)C)CC2)cc1C	i	1.0	-1
COc1ccc(C2=C(C=Nc3c(C)n(C)n(-c4ccccc4)c3=O)C(c3ccccc3C)c3ccccc3O2)cc1OC (stereo not given)	i	-0.6	10
COc1ccc(S(=O)(=O)NCCSCc2cccs2)cc1	i	-0.2	9
COc1ccccc1-c1nnc(SCC(=O)Nc2oc(C)c3c(C)n[nH]c(=O)c23)n1C	i	-0.7	18
Cc1ccc(-c2nc(CN(C)C(C3CC3)C3CC3)c(C)o2)cc1	i	0.7	49
CC1Oc2ccccc2N(CC(=O)Nc2ccccc2F)C1=O (stereo not given)	i	1.3	5
CCC(=O)Nc1ccc(-c2csc(C)n2)cc1	i	-0.8	10
CCCN(C(=O)c1ccc([N+](=O)[O-])c(C)c1)c1c(N)n(Cc2ccccc2)c(=O)[nH]c1=O	nt	-0.8	7
CONC(=O)C1CCN(C(=O)OCc2ccccc2)CC1	i	-1.1	10
CC12CCC(=O)N1C(C(=O)NCCN1C(=O)S/C(=C\c3ccc(F)cc3)C1=O)CS2 (stereo not given)	i	-3.1	29
CNC(=O)c1c(NC(NC(=O)c2ccco2)C(=O)c2ccc(Cl)cc2)sc2c1CCCC2 (stereo not given)	i	-0.4	11
COc1ccc(N(CC(=O)NCc2ccccc2OC)S(=O)(=O)c2c(C)nn(C)c2C)cc1	i	-0.5	10
Cc1ccc(C(=O)N2CCN(c3ccc([N+](=O)[O-])c(NCc4cccnc4)c3)CC2)cc1	i	-0.8	6

A few values from the list.
Cc1ccc(-c2nc(CN(C)C(C3CC3)C3CC3)c(C)o2)cc1 in OX1R antag is entered as 49
CONC(=O)C1CCN(C(=O)OCc2ccccc2)CC1 in STK33 inh is entered as -1.1
Nc1nc2ccccc2[nH]1 in STK33 inh is entered as -0.6
COc1ccccc1-c1nnc(SCC(=O)Nc2oc(C)c3c(C)n[nH]c(=O)c23)n1C in STK33 inh is entered as -0.7
Cc1cccc(C(C(=O)NC2CCCC2)N(C(=O)c2csnn2)C2CCCC2)c1 (stereo not given) in OX1R antag is entered as 10

Other compounds follow.
Compound	KCNQ2 inh	STK33 inh	OX1R antag
CCC(C(=O)OCC(=O)N(CC)c1c(N)n(Cc2ccccc2)c(=O)[nH]c1=O)c1ccccc1 (stereo not given)	nt	2.1	1
O=C(O)CSc1nc2ccccc2o1	i	-3.0	1
Cc1cc(=O)n2nc(N3CCC(C(=O)N4CCN(C)CC4)CC3)sc2n1	i	-3.9	9
O=C(Cn1nnc(-c2ccccc2Cl)n1)NCc1ccc2c(c1)OCO2	i	-1.2	19
COc1ccc(C(=O)N2CCN(c3ccc(C(C)=O)cc3F)CC2)cc1S(=O)(=O)NC1CC1	nt	-0.1	2
CCN(CC(=O)Nc1ccccc1C(F)(F)F)C(=O)c1cc(S(=O)(=O)N2CCCCCC2)ccc1OC	i	0.2	18
COc1ccc(-c2cc(C(=O)NC3CCCCC3)no2)cc1OC	i	-1.0	12
O=C(CC12CC3CC(CC(C3)C1)C2)NC1CC1	i	1.9	14
CCC(C(=O)Nc1ccc2[nH]ncc2c1)c1ccccc1 (stereo not given)	i	26*	17
CCN(C(=O)c1cc2cc(OC)ccc2oc1=O)c1ccccc1	i	-0.5	31
O=C(Cn1cc[n+](Cc2ccccc2)c1)c1ccc([N+](=O)[O-])cc1	i	nt	52
O=C(Nc1ccc(S(=O)(=O)Nc2cnc3ccccc3n2)cc1)c1cc(F)c(F)cc1Cl	i	-1.0	11
Brc1ccccc1C1Nc2cccc3cccc(c23)N1	i	-0.5	20
COc1ccc(N(C)S(=O)(=O)c2cccc(C(=O)NC3CCC(C)CC3)c2)cc1 (stereo not given)	i	-3.1	6
Oc1ccccc1-c1cc(-c2ccccc2)n[nH]1	nt	2.1	11
O=[N+]([O-])c1ccccc1/C=N\N1CCN(Cc2ccccc2Cl)CC1	i	-1.1	6
Cn1c(C(=O)OC(C(=O)NC2CCCC2)c2cccnc2)cc2sccc21 (stereo not given)	i	-1.1	18
O=C(/C=C/c1c(F)cccc1Cl)N1CCOCC1	i	0.5	9
COc1ccc(S(=O)(=O)N2CCOC2CNC(=O)C(=O)NCCCn2ccnc2)cc1OC (stereo not given)	i	-0.5	-8
Cc1sc(=NC(=O)c2ccco2)n(C)c1-c1ccc(F)cc1	i	-0.4	21
COc1ccc(S(=O)(=O)Nc2ccccc2C(=O)NC(C)C)cc1OC	i	-1.9	5
COc1ccc(NS(=O)(=O)c2cccc(C(=O)N3CCCC3)c2)cc1	i	-0.8	27
Cc1cc(C)cc(NC(=O)CCCSc2nc3ccccc3[nH]2)c1	i	-3.1	39
CC(C)Cc1nnc(NC(=O)c2cc([N+](=O)[O-])ccc2N2CCOCC2)s1	i	-1.5	29
Cc1ccccc1Cn1cc(NC(=O)c2noc(C(C)C)c2[N+](=O)[O-])cn1	i	-1.9	3
CCS(=O)(=O)N1CCCC(C(=O)NCCc2ccccc2)C1 (stereo not given)	i	-2.7	4
O=C(N/C=C/c1ccco1)Nc1cccc(Cl)c1	i	-0.1	2
COC(=O)CC(c1ccc(F)cc1)n1c(C)ccc1C (stereo not given)	i	-0.1	15
Cc1nc(-c2cccc(NC(=O)c3cc4cc(Br)ccc4oc3=O)c2)cs1	i	-0.6	9
CCC1(C)Cc2ccccc2-c2nc(NCCCO)[nH]c(=O)c21 (stereo not given)	i	1.3	10
CC(Sc1ccc(S(=O)(=O)N2CCCC2)cn1)C(N)=O (stereo not given)	nt	0.9	6
Clc1ccc(N/N=C/c2cccnc2)cc1	i	0.2	7
O=C(O)CCCCCNS(=O)(=O)/C=C/c1ccccc1	i	0.0	15
CCOC(=O)C1(CCCc2ccccc2)CCN(Cc2nccn2CC)CC1	i	0.6	24
CCOc1ccccc1C(=O)NC1CC2CCCC(C1)N2Cc1ccccc1 (stereo not given)	i	-1.0	-3
O=C(C1CCN(S(=O)(=O)c2cc(Cl)ccc2Cl)CC1)N1CCOCC1	i	-0.1	13
CCOC(=O)Cc1csc(NC(=O)CN2CCOCC2)n1	i	0.3	0
CC(C)c1ccc(N(CC(=O)NCc2ccco2)C(=O)CCC(=O)Nc2nccs2)cc1	i	0.3	6
COc1ccc(CCNC(=O)CSCc2c(F)cccc2Cl)cc1OC	i	-0.4	14
CCOC(=O)C(C)Oc1cccc2c(=O)n(CC(=O)N3CCN(C(=O)OCC)CC3)ccc12 (stereo not given)	i	0.1	9
Cc1cc(NC(=O)CCC(=O)N(CC(=O)NC2CCCC2)Cc2cccs2)no1	i	0.5	11
CCN(CC)CC#CCOC(c1ccccc1)c1ccccc1	i	-0.8	9
Cc1c(Nc2ccc3nonc3c2[N+](=O)[O-])c(=O)n(-c2ccccc2)n1C	i	-0.7	195*
CC(C(=O)NCCC1=CCCCC1)c1ccc([N+](=O)[O-])cc1 (stereo not given)	i	-0.4	8
CC(NC(=O)COC(=O)/C=C/c1ccc2c(c1)OCO2)c1ccccc1 (stereo not given)	nt	-1.1	13
CN1C(C(=O)NCC2CC2)CC2Cn3c(nc4cc(Cl)c(Cl)cc43)C21 (stereo not given)	i	-0.6	25
Cc1nc(NC(=S)NC(=O)c2ccccc2)sc1C	i	0.2	11
CCOC(=O)c1cnc(Nc2nc3ccccc3o2)nc1CSc1nnc(C)s1	i	-0.2	1
Cc1cc(NC(=O)CN2C(=O)/C(=C/c3cccc(Br)c3)SC2=S)no1	i	0.7	21

Another view of some results above.
O=C(O)CCCCCNS(=O)(=O)/C=C/c1ccccc1
  KCNQ2 inh: i
  STK33 inh: 0.0
  OX1R antag: 15

Clc1ccc(N/N=C/c2cccnc2)cc1
  KCNQ2 inh: i
  STK33 inh: 0.2
  OX1R antag: 7

CC(C(=O)NCCC1=CCCCC1)c1ccc([N+](=O)[O-])cc1 (stereo not given)
  KCNQ2 inh: i
  STK33 inh: -0.4
  OX1R antag: 8

CCOc1ccccc1C(=O)NC1CC2CCCC(C1)N2Cc1ccccc1 (stereo not given)
  KCNQ2 inh: i
  STK33 inh: -1.0
  OX1R antag: -3

Part of the list above, reduced to STK33 inh and KCNQ2 inh.
| SMILES | STK33 inh | KCNQ2 inh |
| --- | --- | --- |
| CCOC(=O)Cc1csc(NC(=O)CN2CCOCC2)n1 | 0.3 | i |
| CCC(C(=O)Nc1ccc2[nH]ncc2c1)c1ccccc1 (stereo not given) | 26* | i |
